Screening data from PubChem.
Abeta yeast res – A-beta toxicity reversal in yeast. Potency, µM (doses to about 46.1 µM), inactives show top-dose growth rescue, actives largely listed as activators. yeast expressing A-beta42, growth rescue, OD600, 48 h; response scale: 0% DMSO, 100% iron-clioquinol control. 0.063% of 410,000 active; further: potency means the concentration at half of the fitted maximal effect; nearly all actives have a fitted effect of over 55% in size
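Yeast growth medium received pinned compounds, then yeast cells expressing toxic A-beta were added; plates incubated at 30 C for 48 hr. Growth read as absorbance at 600 nm, normalized to DMSO and equimolar FeCl3 plus clioquinol controls.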
aSyn rescue – rescues yeast growth from alpha-synuclein toxicity. Potency, µM (highest dose often 46.1 µM), inactives show at the highest dose growth rescue (activation), hits mostly activators. 0.14% of 370,000 active. Yeast expressing alpha-synuclein, growth rescue, BacTiter-Glo, 24 h; further: potency means the concentration at half of the fitted maximal effect; % of control where 0% means no effect; nearly all actives have a fitted effect of over 65% in size
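Rescue of yeast growth: cells expressing toxic alpha-synuclein, induced in galactose at OD600 0.02, incubated with compound 24 h at 30 C. ATP luminescence quantified growth; inhibitors of toxicity appear as activators.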
GLP-1R inv ag – GLP-1 receptor (human) inverse agonism. P43220. HEK293 GLP-1R CRE-luciferase, luminescence, 24 h; GLP-1R form is constitutively active. Potency, µM (doses to about 38.3 µM), for the others: top-dose activity change, negative = inhibition, hits mostly inhibitors. 1.6% of 410,000 active. AID 624417; further: potency means the concentration at half of the fitted maximal effect; on the % scale 0 is the no-effect control and ±100 the full control effect; nearly all actives have a fitted effect of over 55% in size
Target sequence (P43220 whole entry, looked up): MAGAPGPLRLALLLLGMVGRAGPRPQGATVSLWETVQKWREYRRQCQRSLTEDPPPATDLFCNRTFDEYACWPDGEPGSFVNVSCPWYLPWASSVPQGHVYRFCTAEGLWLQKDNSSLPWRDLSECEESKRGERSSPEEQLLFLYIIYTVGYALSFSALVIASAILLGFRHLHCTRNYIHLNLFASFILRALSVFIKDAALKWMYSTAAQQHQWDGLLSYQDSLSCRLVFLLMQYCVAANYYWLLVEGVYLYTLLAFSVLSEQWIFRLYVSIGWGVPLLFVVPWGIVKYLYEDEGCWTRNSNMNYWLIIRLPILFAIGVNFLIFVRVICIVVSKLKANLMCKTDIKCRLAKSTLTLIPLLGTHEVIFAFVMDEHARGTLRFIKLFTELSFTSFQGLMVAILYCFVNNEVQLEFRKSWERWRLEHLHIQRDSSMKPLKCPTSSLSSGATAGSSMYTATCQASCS
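qHTS in 1536-well format: reporter HEK293 cells expressing constitutive GLP-1R activity in DMEM + 10% Nu serum, 24 hr with compounds at 37 deg C, luminescence read after 12 min with detection reagent.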
PTHR1 ag – agonists of human PTHR1 parathyroid hormone receptor. Q03431. HEK293 GP2 PTHR1 cells, GloSensor cAMP luminescence, 1 h. Potency, µM (doses to about 115 µM), for the others: at the top dose activation, actives largely listed as activators. 0.075% of 410,000 active. AID 743266; further: potency means the concentration at half of the fitted maximal effect; nearly all actives have a fitted effect of over 55% in size; some results filed as inactive show a strong effect at the top dose; inactives centre near -15; many of its hits are not listed in these tables
Target sequence (Q03431 whole entry, looked up): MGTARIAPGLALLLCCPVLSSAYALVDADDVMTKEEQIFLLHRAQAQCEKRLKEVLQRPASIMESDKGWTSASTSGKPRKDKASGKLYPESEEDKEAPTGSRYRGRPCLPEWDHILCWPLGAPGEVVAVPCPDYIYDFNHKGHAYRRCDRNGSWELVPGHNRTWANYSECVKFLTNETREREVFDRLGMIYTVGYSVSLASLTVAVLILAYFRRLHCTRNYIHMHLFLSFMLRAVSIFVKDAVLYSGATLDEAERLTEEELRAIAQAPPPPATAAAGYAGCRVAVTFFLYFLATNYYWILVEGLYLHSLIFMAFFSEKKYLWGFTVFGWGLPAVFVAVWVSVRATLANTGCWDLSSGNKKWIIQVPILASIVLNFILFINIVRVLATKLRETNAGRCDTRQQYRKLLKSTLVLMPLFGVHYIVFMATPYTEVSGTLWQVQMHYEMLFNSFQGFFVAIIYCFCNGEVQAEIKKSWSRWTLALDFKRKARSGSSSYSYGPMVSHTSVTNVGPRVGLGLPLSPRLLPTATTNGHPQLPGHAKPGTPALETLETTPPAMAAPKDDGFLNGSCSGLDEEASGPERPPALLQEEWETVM
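HEK-293-derived GP2 cells expressing PTHR1 and a GloSensor cAMP reporter, 3,000/well, plated overnight, given luciferin plus IBMX (each 0.5 mM as added) for 1 h at 37 °C, then compound for 1 h at 37 °C. Luminescence was read after 15 min at room temperature.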
D3 antag – antagonists of human D3 dopamine receptor. AID 652054. max response, negative = inhibition, %. P35462. 2.5% of 360,000 active. D3R cells, DiscoveRx beta-arrestin luminescence, antagonist mode; stronger effect = lower value; in the data active means max response below about -50%; inconclusive means no clear call, values can overlap the other calls; further: on the % scale 0 is the no-effect control and ±100 the full control effect; mostly tested at two doses, the higher about 12 µM
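Cells expressing the human receptor were seeded at 1500 cells/well, incubated overnight at 37 degrees C in 5% CO2, then exposed to library compounds with dopamine controls for 90 minutes at 37 degrees C before luminescent detection.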
GLP-1R agonist – agonists of human GLP-1 receptor; HEK293 GLP-1R CRE-luciferase, luminescence, 4-6 h; cells express a hypersensitive GLP-1R form; Potency, µM (titrated, usually from 45.6 µM), without a hit: top-dose activation, hits mostly activators; 0.007% of 380,000 active; AID 624172; further: potency means the concentration at half of the fitted maximal effect; % of control where 0% means no effect
TDP-43 yeast inh – inhibitors of TDP-43 toxicity in yeast. 1.8% of 410,000 active. Potency, µM (series often up to 46.1 µM), inactives show top-dose growth rescue (activation), hits mostly activators. AID 652104. TDP-43 expressing yeast growth rescue, BacTiter-Glo, 24 h; further: potency means the concentration at half of the fitted maximal effect; % of control where 0% means no effect; nearly all actives have a fitted effect of over 50% in size
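Readout is BacTiter-Glo luminescence of cell growth, so inhibitors register as activators. TDP-43-expressing yeast at OD600=0.02 in galactose medium, after raffinose pregrowth to mid-log, were incubated with compound for 24 hr at 30 deg C.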
FUS yeast rescue – FUS proteinopathy suppression in yeast. S. cerevisiae FUS-expressing, growth rescue, OD600, 24 h. Potency, µM (doses to about 76.6 µM), without a hit: top-dose growth rescue (activation), actives largely listed as activators. 0.24% of 390,000 active;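 further: potency means the concentration at half of the fitted maximal effect; plate controls were DMSO vehicle for no effect and reference control for full effect; nearly all actives have a fitted effect of over 55% in size; some results filed as inactive show a strong effect at the top dose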
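Steps: raffinose overnight preculture; dilution to OD 0.005 in 2% galactose minimal medium; compound addition (concentration series); 24hr at 30C, 99% humidity; absorbance read at 600 nm.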
pAkt inh – inhibitors of Akt phosphorylation. Neuro2A IGF-stimulated pAkt S473 HTRF, 20 min; stronger effect = lower value. activity change, % for hits at 50 µM. 0.32% of 360,000 active. AID 651550; in the data active means activity change below about -80%; inconclusive means mostly about -51% to -80%; further: on the % scale 0 is the no-effect control and ±100 the full control effect
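Neuro2A cells in DMEM with 0.5% FBS, overnight at 37 deg C, given compound at single 50 µM final, then IGF (6 nM final) for 20 min at 37 deg C. Lysed; phospho-Akt Ser473 by HTRF after 24 h, 665/615 ratio.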
Starred values were filed as active, the others as inactive; i = inactive; ? = inconclusive; · = not tested or not shown; [ ] = dose if it differs, or a comment. Unless noted, the call rests on the fitted dose curve; in most records, active means well fitted curve in the direction sought with a large enough effect; inconclusive means small, poorly fitted or top-dose-only effect, or another doubt; inactive means no such curve, though single readings can be large; an effect the other way counts as inactive or inconclusive. Some of the compounds tested (hit frequency here may not be typical).

# | compound | Abeta yeast res | aSyn rescue | GLP-1R inv ag | PTHR1 ag | D3 antag | GLP-1R agonist | TDP-43 yeast inh | FUS yeast rescue | pAkt inh
1 | COC(=O)c1ccc(C(=O)OC)c(NC(=O)CSCc2ccccc2Br)c1 | 0.3% | 2.4% | 22.6% | i | -13.3 | 11.0% | -3.8% | -19.8% | ·
2 | O=C(CSc1n[nH]c(-c2ccncc2)n1)Nc1ccccc1 | -13.6% | -4.7% | -3.9% | 1.7% | 0.2 | 4.2% | -1.1% | 15.2% | i
3 | CCN(CC)S(=O)(=O)c1ccc(NCc2ccccc2)nc1 | 10.6% | 5.6% | 0.0% | i | 14.4 | -1.0% | 11.3% | 14.4% | i
4 | O=C(NCc1cccnc1)c1nc(-c2ccccc2)n(-c2ccccc2)n1 | 16.8% | -0.5% | 11.3% | -2.0% | -20.7 | -4.3% | 4.6% | 14.8% | i
5 | CN(Cc1ccccc1)C(=S)Nc1ccc2nc3n(c(=O)c2c1)CCCCC3 | -20.2% | 1.2% | ? | i | -8.1 | 17.0% | -2.7% | 0.8% | i
6 | CCC(=O)Nc1ccc(C(=O)CN2C(=O)NC3(CCOc4ccccc43)C2=O)cc1 (configuration not stated) | -13.1% | -3.5% | 2.0% | i | 1.9 | 0.3% | 17.3% | 16.3% | i
7 | O=C(CCc1[nH]c2ccccc2c1Sc1ccccc1)NCCO | 2.7% | -4.7% | ? | -35.2%[inhibitor] | -19.0 | 4.1% | -10.1% | -4.4% | i
8 | CNC(=S)N/N=C/c1ccc(N2CCOCC2)s1 | 14.9% | -4.6% | -9.1% | 2.9% | 3.2 | 9.9% | 18.2% | -7.2% | i
9 | COc1ccc(NC(=O)c2cc3c(=O)n(Cc4cccnc4)ccc3nc2C)c(OC)c1 | -7.4% | · | 11.4% | -21.9% | · | · | 5.1% | -13.4% | ·
10 | Cc1cc(OC(C)C(N)=O)nc(-c2ccccc2)n1 (configuration not stated) | -22.8% | 3.0% | 2.5% | -6.5% | 11.4 | 3.1% | -30.9%[inhibitor] | -1.2% | i
11 | O=S(=O)(NC1CC1)c1ccc(S(=O)(=O)N2CCc3ccccc32)cc1 | 29.4% | ? | 0.0% | -6.9%[57.5 µM] | -20.5 | 11.1% | -10.7% | 20.1% | ·
12 | FC(F)(F)c1cccc(N2CCN(C(=S)NC3CCCCC3)CC2)c1 | 17.4% | -9.8% | ? | -27.1% | 14.8 | -0.9% | 9.5% | · | i
13 | CCOC(=O)CCCC(=O)N1CCOCCOCCOCC1 | -0.7% | 6.5% | 6.9% | i | -13.6 | -5.5% | 2.5% | 1.9% | i
14 | O=C(Oc1ccc(C(=S)N2CCOCC2)cc1)c1ccccc1[N+](=O)[O-] | 19.0% | -2.1% | 6.6% | -22.6% | -1.0 | 1.5% | 0.0% | 12.7% | i
15 | COc1cccc(CNS(=O)(=O)c2ccc3c(c2)C(C)(C)C(=O)N3C)c1 | 11.4% | 1.3% | 10.1% | i | -12.7 | 7.3% | 5.8% | -11.3% | i
16 | COc1cccc(CCNC(=O)CC2C(=O)NCCN2CC(C)(C)C)c1 (configuration not stated) | -1.4% | 2.8% | -26.9% | -1.6% | 3.9 | 8.2% | -26.7%[9.22 µM] | 8.5% | i
17 | Nc1nc(Sc2ccc(C(F)(F)F)cn2)n[nH]1 | -2.8% | -1.2% | 16.1% | -21.2% | -0.7 | 13.0% | -15.9%[0.397 µM] | 8.0% | i
18 | CCCCC(NC(C)=O)c1nc2ccccc2[nH]1 (configuration not stated) | 3.1% | -5.1% | 4.5% | i | -10.2 | -6.1% | 22.8% | -21.8% | i
19 | CC1(C(=O)NS(=O)(=O)C2CC2)CCN(C(=O)c2ccc(F)c(Cl)c2)C1 (configuration not stated) | 0.0% | -16.8% | -9.0% | 16.8% | -24.1 | -0.4% | -13.4% | -16.9% | ·
20 | CCN1CCN(C(=O)C2CCC(=O)N(Cc3cccc(C(F)(F)F)c3)C2)CC1 (configuration not stated) | 8.5% | -5.7% | 30.3%[activator] | -21.9% | 16.2 | -3.9% | 8.4% | 3.5% | i
21 | CC(=O)Nc1cccc(NC(=O)CCCC2CCCCC2)c1 | 6.1% | 4.2% | ? | -19.4% | 13.9 | 5.2% | 0.0% | 4.1% | i
22 | CC(=O)c1ccc(N2CCN(c3nc4c(S(=O)(=O)c5ccccc5)nnn4c4ccc(Cl)cc34)CC2)cc1 | 4.3% | · | -2.8% | -11.3% | · | · | 10.4% | -12.3% | ·
23 | CSCCC(NC(=O)c1cncc(Br)c1)C(=O)O (configuration not stated) | -0.1% | -1.2% | 0.0% | i | -15.0 | 4.2% | -16.4% | 21.6% | i
24 | CCn1cc(CN2CCC(n3nccc3NC(=O)C(OC)c3ccccc3)CC2)cn1 (configuration not stated) | 10.5% | 0.0% | 4.8% | -17.9% | 17.6 | -8.0% | 17.4% | · | i
25 | Cn1c(CNC(=O)CNC(=O)c2cccc(F)c2)cc(=O)n(C)c1=O | 2.3% | -0.6% | 6.0% | i | 0.7 | 0.3% | 9.0% | -6.9% | i
26 | CC(C)c1ccc(NC2CCCN(C(=O)c3ccc(N4CCOCC4)cc3)C2)cc1 (configuration not stated) | -1.6% | -1.4% | ? | i | -8.0 | 9.5% | 13.7% | 37.6% | i
27 | O=C(O)CN(c1ccccc1[N+](=O)[O-])S(=O)(=O)c1ccccc1 | -7.1% | 1.9% | 21.9% | i | 7.2 | -0.3% | 15.9% | -21.1% | i
28 | O=C(NC1CCCC1)C(C1CC1)n1c(-c2ccncc2)nc2ccccc21 (configuration not stated) | -9.2% | -4.3% | -2.4% | i | -17.4 | · | 12.1% | -4.5% | i
29 | Cc1ccc(-c2nnc(N3CCN(S(C)(=O)=O)CC3)c3ccccc23)cc1 | 0.7% | 0.4% | ? | i | -2.5 | 1.8% | -0.1% | 10.0% | i
30 | COc1ccc(C(=O)N2CCCCC2c2cc(C(=O)Nc3cccc(C#N)c3)no2)cc1 (configuration not stated) | -12.1% | 4.2% | ? | i | -7.4 | 11.1% | 20.1% | 24.9% | i
31 | Oc1ccc(/C=N/N2CCCCC2)cc1O | 3.9% | -6.4% | 45.9%[activator] | i | -8.0 | -0.7% | -9.8% | -0.1% | i
32 | N#Cc1cc([N+](=O)[O-])ccc1NC(=O)CSc1n[nH]c(=O)n1C1CC1 | -1.0% | 3.0% | 3.7% | i | 0.0 | 12.0% | 13.5% | -3.2% | i
33 | COc1ccccc1CN(Cc1nc2ccccc2c(=O)[nH]1)C(=O)Nc1ccccc1C | -3.2% | 3.6% | 0.0% | i | -10.0 | 3.4% | -16.3% | 23.6% | ·
34 | O=C(Nc1ccccc1)c1cc(C2CCCN(C(=O)CCc3ccccc3)C2)on1 (configuration not stated) | -14.5% | 0.5% | ? | -57.0%[inhibitor] | ? | -5.4% | 17.8µM* | 31.6% | i
35 | COCC(=O)Nc1ccc(Br)cc1C | -1.6% | -6.1% | 7.0% | -14.5% | 16.3 | 0.3% | 13.4% | -30.8% | i
36 | COc1ccc(N=Cc2sc(O)c3ccccc23)cc1 | 12.7% | -3.0% | -16.3% | -39.3%[inhibitor] | ? | 9.6% | 8.9% | 16.4% | i
37 | CCN(Cc1ccncc1)C(=O)c1cc(COc2c(C)cccc2C)on1 | -3.3% | 2.5% | ? | i | 6.0 | 5.4% | 9.3% | 5.5% | i
38 | CC(C)(C)C1(C)OC(C(N)=O)C(C(N)=O)O1 (configuration not stated) | ? | -7.7% | 0.1% | i | 5.5 | -4.4% | -14.8% | 0.0% | i
39 | NC(=O)c1ccccc1OCC(=O)N1CCCc2ccccc21 | 9.0% | 2.6% | -7.3% | -13.2% | 6.1 | 9.8% | -2.0% | 10.6% | i
40 | O=C(O)c1ccc(NC(CSCc2ccccc2F)C(=O)O)c([N+](=O)[O-])c1 (configuration not stated) | -13.8% | -4.4% | 0.4% | -16.4% | ? | -2.6% | -0.3% | · | i
41 | Nc1cc(C(=O)OCC(=O)N2CCOCC2)ccc1Cl | -5.4% | -2.9% | 4.6% | -1.8% | -3.8 | 11.5% | -14.0% | 7.9% | i
42 | COc1ccccc1C(O)c1ncc(-c2ccc(Cl)cc2)[nH]1 (configuration not stated) | 17.5% | -3.2% | 1.2% | i | 11.1 | 20.7% | 19.5% | -16.0% | i
43 | OCC[C@@H]1C[C@H](O)[C@@H](O)[C@@]2(CCCCO2)O1 | 1.3% | -4.6% | 11.4% | -32.3%[inhibitor] | -1.5 | -4.7% | 14.5% | -13.3% | i
44 | Nc1ccc2nc(CN3CCOCC3)[nH]c2c1 | -17.8% | -5.2% | 6.3% | 29.4%[57.5 µM] | -13.9 | 0.4% | -26.7% | 29.3% | i
45 | CC(=O)c1c(C)oc2ccc(N(C(=O)Oc3ccccc3)S(=O)(=O)c3ccccc3)cc12 | -11.5% | · | -2.2% | -22.6% | · | · | 0.2% | -2.5% | ·

Of the compounds above, three have a CF3 group.
# | compound | Abeta yeast res | aSyn rescue | GLP-1R inv ag | PTHR1 ag | D3 antag | GLP-1R agonist | TDP-43 yeast inh | FUS yeast rescue | pAkt inh
12 | FC(F)(F)c1cccc(N2CCN(C(=S)NC3CCCCC3)CC2)c1 | 17.4% | -9.8% | ? | -27.1% | 14.8 | -0.9% | 9.5% | · | i
17 | Nc1nc(Sc2ccc(C(F)(F)F)cn2)n[nH]1 | -2.8% | -1.2% | 16.1% | -21.2% | -0.7 | 13.0% | -15.9%[0.397 µM] | 8.0% | i
20 | CCN1CCN(C(=O)C2CCC(=O)N(Cc3cccc(C(F)(F)F)c3)C2)CC1 (configuration not stated) | 8.5% | -5.7% | 30.3%[activator] | -21.9% | 16.2 | -3.9% | 8.4% | 3.5% | i
